# Compound activity as filed in PubChem BioAssay.
# CHRM1 agonist: human M1 muscarinic receptor agonism. P11229. CHO-K1 hM1, Fluo-8 calcium fluorescence, agonist mode; 0% DMSO, 100% acetylcholine EC100. activation, % at 3 µM. 0.33% of 360,000 active. AID 588814;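 active = activation above the run's mean compound activation plus 3 SD, cut at about 16% in these data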;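 note: peak over basal fluorescence ratio within a 140 s kinetic read after compound addition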
# V1aR counter: counter-screen for oxytocin receptor agonists: human V1a receptor agonists. CHO-V1R cells, Fluo-8 calcium fluorescence, agonist mode; 0% DMSO, 100% 3 nM vasopressin. AID 2797. activation, % at 3 µM. 0.25% of 320,000 active. P37288;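 active = activation above the mean activation of all tested compounds plus 3 SD, per screening run, cut at about 20% in these data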;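 note: signal is peak over basal fluorescence ratio across a 100 second FLIPR read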
# TAAR1 antagonist: human TAAR1 antagonism; Q96RJ0; CHO RD-HGA16 TAAR1, Fluo-8 calcium fluorescence, antagonist; inhibition, % at 3 µM; 1.5% of 360,000 active; AID 624466;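 active = inhibition above a per-plate cutoff, the mean inhibition of test compounds on that plate plus 3 SD, cut at about 49% in these data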;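 note: 0% = DMSO plus EC80 beta-PEA response and 100% = DMSO alone without agonist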
# Target sequence (Q96RJ0 whole entry, looked up): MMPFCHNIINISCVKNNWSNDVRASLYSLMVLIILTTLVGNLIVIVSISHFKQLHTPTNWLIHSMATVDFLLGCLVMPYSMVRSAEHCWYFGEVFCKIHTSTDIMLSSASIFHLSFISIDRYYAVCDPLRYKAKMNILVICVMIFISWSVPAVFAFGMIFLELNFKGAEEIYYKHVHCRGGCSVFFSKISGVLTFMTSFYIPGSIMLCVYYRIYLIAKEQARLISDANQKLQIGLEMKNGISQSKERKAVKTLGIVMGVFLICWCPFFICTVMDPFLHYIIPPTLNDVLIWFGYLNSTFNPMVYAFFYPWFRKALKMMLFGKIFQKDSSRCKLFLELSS
#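 Material: CHO RD-HGA16 cells bearing hTAAR1; compound dosing: one-point dosing, 3 µM nominal final; schedule: dye loading 75 min at 37 °C, then 30 min room temperature; measured by: calcium fluorescence with Fluo-8; control set: vehicle and agonist controls; replication: n of 1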
# TAAR1 ag: agonists of human TAAR1. Q96RJ0. CHO RD-HGA16 TAAR1, Fluo-8 calcium fluorescence; vehicle wells 0%, saturating PEA agonist 100%. activation, % at 3 µM. 0.99% of 360,000 active. AID 624467;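 active = activation above the mean activation of all test compounds in the run plus 3 SD, cut at about 38% in these data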
#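 Repeats: no replicates (n 1) | Material: CHO-derived RD-HGA16 cells with stable Gα16 and human TAAR1 | Technique: Kinetic Fluo-8 calcium fluorescence | Schedule: 17-24 h seeding, 75 min 37 °C dye, 30 min RT | Evaluation: % activation from peak over basal fluorescence ratio, DMSO-to-PEA scaled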
# M1 PAM: positive allosteric modulators of human M1 muscarinic receptor | activation, % at 3 µM | P11229 | 0.088% of 360,000 active | CHO-K1 hM1, Fluo-8 calcium fluorescence, ACh EC20; 0% = ACh EC20, 100% = maximal ACh; in the data active = activation above about 19%, passing the limit was not always enough
# OXTR agonist: activates the human oxytocin receptor | activation, % at 3 µM | 0.32% of 320,000 active | CHO-OTR cells, Fluo-8 calcium fluorescence; normalized: DMSO 0%, oxytocin 100% | P30559;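 active = activation above the mean of all tested compounds plus 3 SD, cutoff set per screening run, cut at about 20% in these data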;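 note: peak over basal fluorescence ratio from a 100 s FLIPR kinetic read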
# Target sequence (P30559 whole entry, looked up): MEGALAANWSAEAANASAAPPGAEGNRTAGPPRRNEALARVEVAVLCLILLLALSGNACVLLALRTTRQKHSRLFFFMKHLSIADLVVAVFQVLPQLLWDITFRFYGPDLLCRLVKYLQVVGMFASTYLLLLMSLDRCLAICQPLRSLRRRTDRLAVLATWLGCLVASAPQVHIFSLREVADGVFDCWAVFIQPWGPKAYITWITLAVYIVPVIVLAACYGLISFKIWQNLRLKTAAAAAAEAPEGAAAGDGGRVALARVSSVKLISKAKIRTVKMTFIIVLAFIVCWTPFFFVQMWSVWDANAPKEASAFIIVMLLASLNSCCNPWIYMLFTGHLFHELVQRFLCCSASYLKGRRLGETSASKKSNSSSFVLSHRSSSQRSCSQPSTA
# OXTR potentiate: human OXTR potentiation | P30559 | CHO-OTR cells, Fluo-8 calcium fluorescence, potentiator mode; 0% = oxytocin EC15, 100% = EC100 | activation, % at 3 µM | 0.061% of 320,000 active;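 active = activation above that plate's cutoff, the mean activation of tested compounds plus 3 SD, cut at about 6.6% in these data, passing the limit was not always enough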;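 note: 100% uses oxytocin at 75 nM as the full agonist control; some results filed as inactive read as strong as hits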
#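 Material: CHO-OTR cells, human receptor; compound dosing: single dose, 3.0 µM nominal final compound concentration; schedule: 6 min compound pre-incubation at room temperature, 100 s kinetic read; measured by: kinetic Fluo-8 calcium fluorescence; read-out basis: % activation vs EC15 and EC100 oxytocin; controls: EC15 oxytocin alone as 0%, 75 nM oxytocin as 100%; replicates: singlicate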
# CHO parental Ca: counter-screen for OX1R antagonists: effect in parental CHO cells | parental CHO-K1, ATP-induced calcium, Fluo-8 fluorescence | inhibition, % at 5.6 µM | 0.63% of 330,000 active;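 active = inhibition above that plate's mean sample inhibition plus 3 SD, cut at about 26% in these data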;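 note: 0% = ATP-challenged DMSO wells and 100% = DMSO wells without ATP; some compounds past the cut are filed as inactive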
#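 Test system: untransfected parental CHO cell line; also added: ATP stimulus; dosing: 5.6 µM, single dose; signal: calcium-sensitive Fluo-8 fluorescence; measure: percent inhibition of ATP-evoked calcium rise, normalized to controls; benchmarks: low control ATP plus DMSO, high control DMSO only; replication: one well per compound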
# CHRM1 antagonist: antagonists of human M1 muscarinic receptor; P11229; CHO-K1 hM1, Fluo-8 calcium fluorescence, ACh EC80 antagonist; inhibition, % at 3 µM; 1.3% of 360,000 active; AID 588852;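 active = percent inhibition above its own plate's cutoff, namely the mean of that plate's compound wells plus 3 SD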;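 note: peak over basal fluorescence ratio during 140 s after agonist addition; 0% = ACh EC80 plus DMSO and 100% = DMSO alone without agonist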
# Active calls of the source: *; nt = not tested or not shown.
item	Compound	CHRM1 agonist	V1aR counter	TAAR1 antagonist	TAAR1 ag	M1 PAM
1	CC(=O)c1cccc(NC(=O)N2CCC(NC(=O)C34CC5CC(CC(C5)C3)C4)CC2)c1	-1	-0.5	-14	3	11
2	COc1cccc(C(=O)NCC(=O)N/N=C/c2cccs2)c1	-6	-0.6	-5	7	-3
3	Cc1ccc(C(=O)N[C@H](C(=O)OCC(=O)Nc2cccc(S(N)(=O)=O)c2)C(C)C)cc1	-3	1.1	2	0	1
4	O=C1S/C(=C\c2ccc(N3CCOCC3)o2)C(=O)N1c1ccccc1	3	0.7	83*	209*	-3
5	CC(C)OC(=O)c1cc(-c2ccc(C=O)o2)ccc1Cl	-10	-1.0	-25	1	7
6	Cc1cccc(C(=O)NC2CCCCCCC2)c1	-6	-1.2	-4	-3	15
7	COc1ccc(-n2c(=S)[nH]c3sc(-c4ccccc4)cc3c2=O)c(OC)c1	-2	1.4	9	6	7
8	Cn1c2ccc(Br)cc2c2nnc(SCC(=O)O)nc21	0	0.8	-17	-1	15
9	Cn1c(-c2ccc3c(c2)OCO3)cnc1NC(=O)CCC(=O)NCCc1ccccc1	-6	0.1	24	47*	1
10	CC(C)CC1NC(=S)N(C2CCCCC2)C1=O (stereo not drawn)	-6	-0.8	-6	1	0

item	OXTR agonist	OXTR potentiate	CHO parental Ca	CHRM1 antagonist
1	0.2	-10	-14	-6
2	-1.0	0	4	3
3	-0.4	-4	-9	-23
4	1.5	-14	-4	9
5	-1.9	-4	-5	-2
6	-1.2	-13	-16	-14
7	-0.5	-8	-14	-9
8	-0.4	-12	-16	-8
9	-0.6	3	-10	3
10	-1.7	-11	-23	-22

# (list continues)
item	Compound	CHRM1 agonist	V1aR counter	TAAR1 antagonist	TAAR1 ag	M1 PAM
11	O=C1CC(NCc2ccc(F)cc2)C(=O)N1c1ccccc1 (stereo not drawn)	-3	0.9	-18	0	13
12	CCc1ccccc1NS(=O)(=O)c1ccc(SC)cc1	-5	-0.6	11	2	1
13	Fc1ccc(-c2nnc(Cc3ccc(Cl)cc3)o2)cc1	-2	-0.8	-20	1	4
14	COc1ccc(/C=N/NC(=O)c2cc(-c3ccc(C)cc3C)nc3ccccc23)cc1COC(C)=O	-5	1.4	11	2	3
15	Cn1c(SCc2ccccn2)nc2c1c(=O)[nH]c(=O)n2C	-4	-0.7	6	0	4
16	C#CC(CC)(CC)NC(=O)Nc1ccccc1C(=O)OC	-12	-1.4	4	3	9
17	Cc1ccc2c(c1)Sc1ccccc1CC2=O	-5	-1.0	6	5	1
18	Cc1ccc(C(=O)NC(C(=O)Nc2cccc(S(N)(=O)=O)c2)C(C)C)cc1 (stereo not drawn)	-3	-0.6	-25	0	5
19	Nc1c(N=O)c(=O)[nH]c(=O)n1-c1ccccc1	-1	-0.1	1	0	-4
20	O=C(CS(=O)(=O)Cc1ccccc1)N1CCc2ccccc2C1	-2	nt	-15	23	5

item	OXTR agonist	OXTR potentiate	CHO parental Ca	CHRM1 antagonist
11	0.8	-2	-5	-13
12	-2.9	-10	-11	-3
13	-1.5	-4	-2	-1
14	-1.7	-6	-30	-15
15	0.4	2	-13	-14
16	-1.1	4	-9	-2
17	-0.8	-8	-9	-13
18	-0.3	0	-4	-7
19	0.6	2	4	8
20	nt	nt	nt	-6

# (cont.)
item	Compound	CHRM1 agonist	V1aR counter	TAAR1 antagonist	TAAR1 ag	M1 PAM
21	CCCc1cc(C(=O)N2CCC(N3CCC(C(=O)NC(C)C)CC3)CC2)n(C)n1	-9	5.4	10	6	10
22	NNC(=O)c1ncoc1-c1ccc(Cl)cc1	-3	3.9	-23	4	4
23	COc1ccc(NC(=O)O[C@@H](C)[C@@H]2CN3CCc4c([nH]c5ccc(-c6ccc(OC)cc6)cc45)[C@@H]3C[C@@H]2N(C)C(=O)Nc2ccc(OC)cc2)cc1	-2	nt	-3	-1	-8
24	O=C(CSc1nnc(-c2ccccc2)c(-c2ccccc2)n1)Nc1ncc(Cl)cc1Cl	-4	1.9	-12	2	-3
25	COc1ccc(OC)c(C(=O)COC(=O)c2[nH]c(C)c(C(C)=O)c2C)c1	-4	nt	20	10	-1
26	Cc1cn([C@H]2C[C@H](O)[C@@H](CNCc3ccc(F)c(N4CCOCC4)c3)O2)c(=O)[nH]c1=O	-9	nt	-16	1	5
27	CCOC(=O)CN(C(=O)CNC(=O)c1cccs1)C(C(=O)NC1CCCC1)c1ccncc1 (stereo not drawn)	-1	1.0	4	3	6
28	Cc1sc2ncnc(N3CCN(CCOc4ccc(Cl)cc4)CC3)c2c1C	-3	5.3	17	3	-20
29	O=C(COC(=O)CNC(=O)c1ccc(Cl)cc1Cl)NNC(=O)c1ccccc1	-4	-0.7	-17	4	2
30	Cn1nc(C(F)(F)F)c(-c2ccc(F)cc2)c1NC(=O)c1cccnc1	2	8.7	-30	7	15

item	OXTR agonist	OXTR potentiate	CHO parental Ca	CHRM1 antagonist
21	-0.1	-11	-1	-1
22	-1.0	-1	-5	-12
23	nt	nt	nt	12
24	-2.0	-4	-28	0
25	nt	nt	nt	-2
26	nt	nt	nt	-7
27	0.0	-3	0	-5
28	14	-7	9	43*
29	-0.2	-6	2	2
30	5.0	-4	-12	-13

# The results go on.
item	Compound	CHRM1 agonist	V1aR counter	TAAR1 antagonist	TAAR1 ag	M1 PAM
31	O=C(COc1ccccc1)N1CCCCCCC1	-4	0.9	-16	4	11
32	CC(=O)NS(=O)(=O)c1cccnc1Nc1cccc(Cl)c1	1	-0.4	-8	9	11
33	CC1(C)CC(NC(=O)C23CCC(C)(C(=O)C2=O)C3(C)C)CC(C)(C)N1 (stereo not drawn)	-2	1.7	-36	7	4
34	CCc1nnc(NC(=O)CSc2nnc(CNc3ccc(OC)cc3)n2C)s1	-4	0.0	-7	5	-1
35	O=C(NNC(=O)c1ccc(O)cc1O)c1ccc(Cl)cc1	-4	-0.5	-13	3	5
36	CC(NC(=S)NC1CCCCC1)c1ccccc1 (stereo not drawn)	-5	4.5	1	2	5
37	COc1ccc(CC(=O)Nc2ccc(-c3nc4cc(C)ccc4o3)c(O)c2)cc1OC	-1	0.3	3	1	0
38	COCCNC(=O)C(c1ccc(F)cc1)N(CC1CCCO1)C(=O)CCC(=O)Nc1ccccn1 (stereo not drawn)	-3	nt	7	14	9
39	O=c1oc(-c2ccco2)nc2sc3c(c12)CCCCC3	-4	-0.9	-21	1	2
40	O=C(NCC1CCCO1)c1ccc(NC(=O)c2cccc([N+](=O)[O-])c2)cc1 (stereo not drawn)	-5	-0.3	3	3	17

item	OXTR agonist	OXTR potentiate	CHO parental Ca	CHRM1 antagonist
31	-1.3	-6	-3	-8
32	-0.3	-6	3	-14
33	-0.2	1	0	-5
34	0.1	-1	-1	4
35	0.6	-8	8	-6
36	1.8	-3	-14	-11
37	-0.9	-18	-16	-12
38	nt	nt	nt	-9
39	-0.8	-10	1	4
40	0.5	1	-17	-20

# An excerpt of these results, with two lines to a compound.
# Value order: CHRM1 agonist | V1aR counter | TAAR1 antagonist | TAAR1 ag | M1 PAM | OXTR agonist | OXTR potentiate | CHO parental Ca | CHRM1 antagonist
36: CC(NC(=S)NC1CCCCC1)c1ccccc1 (stereo not drawn)
→ -5 | 4.5 | 1 | 2 | 5 | 1.8 | -3 | -14 | -11
35: O=C(NNC(=O)c1ccc(O)cc1O)c1ccc(Cl)cc1
→ -4 | -0.5 | -13 | 3 | 5 | 0.6 | -8 | 8 | -6
33: CC1(C)CC(NC(=O)C23CCC(C)(C(=O)C2=O)C3(C)C)CC(C)(C)N1 (stereo not drawn)
→ -2 | 1.7 | -36 | 7 | 4 | -0.2 | 1 | 0 | -5
40: O=C(NCC1CCCO1)c1ccc(NC(=O)c2cccc([N+](=O)[O-])c2)cc1 (stereo not drawn)
→ -5 | -0.3 | 3 | 3 | 17 | 0.5 | 1 | -17 | -20

# Next compounds follow.
item	Compound	CHRM1 agonist	V1aR counter	TAAR1 antagonist	TAAR1 ag	M1 PAM
41	CCN(CC)CC(O)COC(c1ccccc1)c1ccccc1 (stereo not drawn)	-8	-0.6	-7	-2	-22
42	CS(=O)(=O)N(CC(=O)N1CCCC1)Cc1ccccc1	-5	0.7	14	2	9
43	Cc1cccc(NC(=O)CCC(=O)N/N=C/c2ccco2)c1	-6	0.0	5	8	-2
44	CC(C)SCCCCOc1ccc2ccccc2c1	-5	0.2	-6	11	4
45	COc1ccc(NS(=O)(=O)c2cccc(C(=O)NNC(=O)c3ccc(C)o3)c2)cc1	-1	0.4	-4	3	-1
46	CCCc1cc(=O)[nH]c(SCC(=O)Nc2sc3c(c2C#N)CCCC3)n1	5	6.3	-26	6	18
47	Cc1ccc2c(c1)cc(C)c1nnc(SCC(=O)NCc3ccco3)n12	-10	-0.1	-14	7	9
48	Cc1c(Cl)cccc1NC(=O)CCC(=O)N/N=C/c1ccco1	-3	nt	-6	2	9
49	CCOC(=O)c1c(C)[nH]c(C)c1S(=O)(=O)NCC1CCN(Cc2ccc(C)cc2)CC1	-6	-0.9	-39	8	-7
50	CN(C)c1ncc(S(=O)(=O)c2ccc(Cl)cc2)c(-c2ccc(Cl)cc2Cl)n1	-7	0.7	-4	-1	-17

item	OXTR agonist	OXTR potentiate	CHO parental Ca	CHRM1 antagonist
41	0.2	-4	-3	21
42	1.3	2	3	-13
43	0.4	-4	-11	2
44	-1.0	0	-2	-11
45	1.1	-2	-9	16
46	1.7	-6	-16	-16
47	-1.9	0	-19	-10
48	nt	nt	nt	-4
49	-1.3	-2	-6	9
50	-0.8	-7	-3	6

# The list goes on.
item	Compound	CHRM1 agonist	V1aR counter	TAAR1 antagonist	TAAR1 ag	M1 PAM
51	Cc1ccccc1-c1cccc([C@@H]2C[C@H]3C(CN2)CON3C)c1 (stereo partly drawn)	-10	nt	-7	1	-2
52	COc1cc(C(F)(F)F)c(C(=O)N(C)Cc2ccc(Cl)c(Cl)c2)cn1	-5	0.2	-23	-1	0
53	Nn1c(SCC(=O)Nc2nccs2)nncc1=O	-2	0.6	-20	0	0
54	O=C(Cc1ccc(S(=O)(=O)N2CCOCC2)s1)NCC1CCCCC1	-4	0.6	-22	6	6
55	Clc1ccccc1N1CCN(c2ncnc3nc[nH]c23)CC1	-4	1.3	-9	0	-4
56	COc1ccc(C(=O)C(C)OC(=O)c2nc3nccc(C)n3n2)cc1 (stereo not drawn)	-1	0.7	2	1	4
57	O=C(/C=C/c1ccccc1)NNC(=O)c1ccco1	-1	0.4	-14	8	8

item	OXTR agonist	OXTR potentiate	CHO parental Ca	CHRM1 antagonist
51	nt	nt	nt	1
52	-3.4	-2	-23	-4
53	1.4	-1	5	12
54	0.9	-5	-3	-4
55	2.2	-4	3	-1
56	0.4	2	-16	0
57	0.5	-1	3	-17
